RGS12 GoLoco inh = RGS12 GoLoco-Gai1 interaction inhibition | P63096 | Potency, µM (doses to about 61.6 µM), for inactives: at the highest dose activity, negative = inhibition, usual class: inhibitors | 0.44% of 230,000 active | Gai1:RGS12 GoLoco peptide FP, rhodamine, 10 min | AID 880; active means well fitted inhibition curve with a large enough effect, not every such curve was filed as active; inactive means no such curve, though single readings can be large or run the other way; further: on the % scale 0 is the no-effect control and ±100 the full control effect; nearly all actives have a fitted effect of over 30% in size; many of its hits are not listed in these tables
Target sequence (P63096 whole entry, looked up): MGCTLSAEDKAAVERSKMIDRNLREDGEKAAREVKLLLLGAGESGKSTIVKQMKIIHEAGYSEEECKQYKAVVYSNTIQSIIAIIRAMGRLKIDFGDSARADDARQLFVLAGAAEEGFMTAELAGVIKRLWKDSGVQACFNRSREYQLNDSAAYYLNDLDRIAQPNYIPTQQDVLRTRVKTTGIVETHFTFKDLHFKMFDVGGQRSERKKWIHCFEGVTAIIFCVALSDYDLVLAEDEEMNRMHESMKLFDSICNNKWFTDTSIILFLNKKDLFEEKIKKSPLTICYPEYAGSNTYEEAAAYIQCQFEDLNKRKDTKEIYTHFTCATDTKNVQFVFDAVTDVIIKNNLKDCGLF
HTT aggregate = inhibitors of mutant huntingtin aggregate formation in PC12 cells; PC12 HttQ103-GFP aggregates, Acumen cytometry, 40 h; Potency, µM (top dose mostly 46.1 µM), for the others: at the top dose activity change, negative = inhibition, usual class: inhibitors; 1.1% of 220,000 active; further: on the % scale 0 is the no-effect control and ±100 the full control effect; nearly all actives have a fitted effect of over 60% in size
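Aggregate formation scored by laser-scanning cytometer (488 excitation, 500–530 emission) in lysed PC12 cells expressing Q103-GFP after 100 nM tebufenozide induction; library tested in dose series, with ATPLite reagent added in the multiplex.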
HTT ATP protect = protects HTT-Q103 PC12 cells, measured by ATP. PC12 HTT-Q103 induced, cytoprotection, ATP luminescence, 40 h. Potency, µM (titrated, usually from 56.4 µM), for inactives: cytoprotection (ATP increase), hits mostly activators. 0.14% of 230,000 active. AID 1471;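 further: % of control where 0% means no effect; nearly all actives have a fitted effect of over 45% in size; toxic huntingtin expression switched on by the ecdysone agonist tebufenozide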
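Compounds were screened for protection of PC12 cells against cell death after tebufenozide induction (100 nM final) of mutant Huntingtin exon 1 (Q103) fused to GFP.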
aGlu spleen mod = inhibits or activates alpha-glucosidase in human spleen homogenate; human spleen homogenate, 4-MU-alpha-glucoside fluorescence; AID 2112; 0.006% of 240,000 active; Potency, µM (titrated, usually from 79.9 µM), without a hit: at the top dose activity change, negative = inhibition, usual class: inhibitors; P10253;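 further: 0% = enzyme with vehicle and -100% = no enzyme basal signal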
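Compounds were titrated against alpha-glucosidase in spleen homogenate at pH 5.0, with 1 mM 4-methylumbelliferyl substrate for 40 min at 37 C. Reactions were quenched with pH 10 NaOH/glycine and fluorescence measured.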
IMPase Li inh = IMPase inhibition in cells with lithium potentiation; CHO-M1 cells, IP1 TR-FRET (IP-One), carbachol + lithium; 0.35% of 210,000 active; AID 1457; Potency, µM (highest dose often 59.4 µM), for inactives: at the top dose activity, negative = IMPase inhibition, hits mostly inhibitors;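 further: IP1 builds up when IMPase is blocked and the TR-FRET signal falls; plate controls were basal vehicle for no effect and high inhibitor control for full effect; nearly all actives have a fitted effect of over 50% in size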
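CHO-M1, 2000 cells/well, 16–30 h culture; cpd + low Li+, 30 min 37C; lysis with d2-IP1/Eu-anti-IP1 Ab, 10 min RT; TR-FRET 665/620 ratio and 620 channel; AC50 via Hill.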
GAA glycogen mod = GAA glycogen-cleavage inhibition or activation. P10253. recombinant GAA, glycogen substrate, Amplex Red glucose oxidase fluorescence. Potency, µM (series often up to 76.4 µM), inactives show at the top dose activity change, negative = inhibition, actives largely listed as inhibitors. 0.38% of 300,000 active. AID 2100;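 further: 0% = full enzyme reaction and -100% = no-enzyme basal signal; the screen sought inhibitors and activators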
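Natural-substrate format: glycogen cleavage by 4 nM human enzyme, glucose read by Amplex Red coupling (Ex 573, Em 610 nm). Normalized to enzyme and no-enzyme controls.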
GAA inhib = alpha-glucosidase (human) inhibition. AID 1466. purified human GAA, 4-MU-alpha-glucoside fluorescence. 0.005% of 200,000 active. Potency, µM (doses to about 76.9 µM), inactives show at the top dose activity change, negative = inhibition, hits mostly inhibitors. P10253;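 further: plate controls were uninhibited enzyme wells for no effect and no-enzyme background for full effect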
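Compounds are titrated up to 77 uM against 4 nM human enzyme. Substrate 4-methylumbelliferyl-alpha-D-pyranoside (400 uM) reacts 20 min at room temperature in pH 5.0 buffer; liberated 4-methylumbelliferone is read at 440 nm.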
An asterisk follows results filed as active; [ ] = dose if it differs, or a comment. Unless noted, the call rests on the fitted dose curve; in most records, active means well fitted curve in the direction sought with a large enough effect; inconclusive means small, poorly fitted or top-dose-only effect, or another doubt; inactive means no such curve, though single readings can be large; an effect the other way counts as inactive or inconclusive. Potency means the concentration at half of the fitted maximal effect. These rows are one share of the data; count on the stated rates, not on these rows.

What do the screens show for `O=C(OCc1ccccc1)C1=NNC2C(=O)N(c3ccc(Br)cc3)C(=O)C12` (configuration not stated)?
RGS12 GoLoco inh: 7%; HTT aggregate: 18%[9.22 µM]; HTT ATP protect: 20%[10 µM]; aGlu spleen mod: 1%; GAA glycogen mod: 3%

Results for CCc1ccc2[nH]c(=O)c(CN(CCCN3CCOCC3)C(=O)Nc3ccc(Cl)cc3)cc2c1 ?
RGS12 GoLoco inh: 2%; HTT aggregate: 6%; HTT ATP protect: 0%[10 µM]; aGlu spleen mod: -6%; IMPase Li inh: -7%[38.3 µM]; GAA glycogen mod: -2%; GAA inhib: -3%

How did CCCCCCOC(=O)c1cccnc1 do in these assays?
RGS12 GoLoco inh: 3%; HTT aggregate: 5%; HTT ATP protect: 13%

How did Cc1cccc(C(=O)Nc2ccnc(-c3ccncc3)n2)c1 do in these assays?
RGS12 GoLoco inh: 13%; HTT aggregate: -4%; HTT ATP protect: -4%[10 µM]; aGlu spleen mod: 1%; IMPase Li inh: 1%; GAA glycogen mod: -3%; GAA inhib: -5%

What do the screens show for `NC(=O)C1(N2CCCCC2)CCN(C(=O)c2ccc(C#Cc3ccccc3)o2)CC1`?
RGS12 GoLoco inh: 15%; HTT aggregate: -5%; HTT ATP protect: -16%; aGlu spleen mod: -14%; IMPase Li inh: -21%[38.3 µM]; GAA glycogen mod: inconclusive; GAA inhib: -2%

How did Cc1cc(COc2ccccc2O)on1 do in these assays?
RGS12 GoLoco inh: 0%; HTT aggregate: 17%; HTT ATP protect: 3%[10 µM]; aGlu spleen mod: 4%; IMPase Li inh: -4%[38.3 µM]; GAA glycogen mod: 16%; GAA inhib: -2%

Results for C/C(=N\NS(=O)(=O)c1ccc([N+](=O)[O-])cc1)c1cccs1 ?
RGS12 GoLoco inh: 5%; HTT aggregate: 22%; HTT ATP protect: -25%; aGlu spleen mod: -3%; IMPase Li inh: 7%; GAA glycogen mod: -6%; GAA inhib: -5%

Results for O=C(Cn1cc([N+](=O)[O-])cn1)Nc1nccs1 ?
RGS12 GoLoco inh: 7%; HTT aggregate: -11%[9.22 µM]; HTT ATP protect: 0%[10 µM]; aGlu spleen mod: -5%; IMPase Li inh: 5%; GAA glycogen mod: -8%; GAA inhib: 5%

Results for Cc1nc(C(F)(F)F)c(C(=O)NC(=O)Nc2ccccc2)s1 ?
RGS12 GoLoco inh: -3%; HTT aggregate: -1%; HTT ATP protect: -10%; aGlu spleen mod: -7%; IMPase Li inh: 3%[38.3 µM]; GAA glycogen mod: 0%; GAA inhib: -10%

What do the screens show for `O=C(Cc1ccccc1)NCC(=O)OCC(=O)c1ccc([N+](=O)[O-])cc1`?
RGS12 GoLoco inh: 7%; HTT aggregate: -10%; HTT ATP protect: -6%[0.074 µM]; aGlu spleen mod: -13%; IMPase Li inh: -2%; GAA glycogen mod: -6%; GAA inhib: -3%

What do the screens show for `Cc1ccc(/C=N/Nc2nnc(Cc3ccccc3)c(=O)[nH]2)o1`?
RGS12 GoLoco inh: -2%; HTT aggregate: -4%; aGlu spleen mod: 5%; IMPase Li inh: 4%; GAA glycogen mod: -6%; GAA inhib: -8%

What do the screens show for `CCn1c(CCCCc2n[nH]c(=S)n2CC)n[nH]c1=S`?
RGS12 GoLoco inh: 2%; HTT aggregate: 42%; HTT ATP protect: 1%; aGlu spleen mod: 0%; IMPase Li inh: 1%; GAA glycogen mod: inconclusive; GAA inhib: 12%

How did Cc1ccccc1C(=O)NC1CCN(Cc2nnnn2C(C)(C)C)CC1 do in these assays?
RGS12 GoLoco inh: -1%; HTT aggregate: -21%[9.22 µM]; HTT ATP protect: -5%[10 µM]; aGlu spleen mod: 12%; IMPase Li inh: 2%; GAA glycogen mod: -6%; GAA inhib: 9%

How did O=C(O)CNS(=O)(=O)c1cc(Cl)c(Cl)cc1Cl do in these assays?
RGS12 GoLoco inh: 1%; HTT aggregate: 15%; HTT ATP protect: 19%; aGlu spleen mod: -2%; IMPase Li inh: 17%[38.3 µM]; GAA glycogen mod: 10%; GAA inhib: -3%

Results for Nc1c(C(=O)OCC2CCCO2)c2nc3ccccc3nc2n1C1CCCC1 (configuration not stated) ?
RGS12 GoLoco inh: 8%; HTT aggregate: -9%; HTT ATP protect: -12%[0.074 µM]; aGlu spleen mod: 11%; IMPase Li inh: 10%[38.3 µM]; GAA glycogen mod: 2%; GAA inhib: inconclusive

A draw from above in order of count of non-hydrogen atoms, smallest number first.
Results for O=C(Cn1cc([N+](=O)[O-])cn1)Nc1nccs1 ?
RGS12 GoLoco inh: 7%; HTT aggregate: -11%[9.22 µM]; HTT ATP protect: 0%[10 µM]; aGlu spleen mod: -5%; IMPase Li inh: 5%; GAA glycogen mod: -8%; GAA inhib: 5%

How did Cc1ccccc1C(=O)NC1CCN(Cc2nnnn2C(C)(C)C)CC1 do in these assays?
RGS12 GoLoco inh: -1%; HTT aggregate: -21%[9.22 µM]; HTT ATP protect: -5%[10 µM]; aGlu spleen mod: 12%; IMPase Li inh: 2%; GAA glycogen mod: -6%; GAA inhib: 9%

Results for CCc1ccc2[nH]c(=O)c(CN(CCCN3CCOCC3)C(=O)Nc3ccc(Cl)cc3)cc2c1 ?
RGS12 GoLoco inh: 2%; HTT aggregate: 6%; HTT ATP protect: 0%[10 µM]; aGlu spleen mod: -6%; IMPase Li inh: -7%[38.3 µM]; GAA glycogen mod: -2%; GAA inhib: -3%

Next entries
How did Cc1cccc(S(=O)(=O)Nc2nc3ccccc3nc2NCc2ccco2)c1 do in these assays?
RGS12 GoLoco inh: -2%; HTT aggregate: -3%; HTT ATP protect: -4%; aGlu spleen mod: 7%; IMPase Li inh: 13%[38.3 µM]; GAA glycogen mod: 0%; GAA inhib: inconclusive

How did Cc1ccc(-c2nnc(Oc3ccc(NC(=O)c4ccccc4)cc3)c3ccccc23)cc1 do in these assays?
RGS12 GoLoco inh: 2%; HTT aggregate: -22%; HTT ATP protect: -18%[10 µM]; aGlu spleen mod: -10%; IMPase Li inh: 8%; GAA glycogen mod: -7%; GAA inhib: -1%

What do the screens show for `CC(=O)c1ccc(N2CCN(c3ncc(C(F)(F)F)cc3Cl)CC2)cc1`?
RGS12 GoLoco inh: 4%; HTT aggregate: inconclusive; HTT ATP protect: inconclusive; aGlu spleen mod: 2%; IMPase Li inh: 47%[activator][38.3 µM]; GAA glycogen mod: -2%; GAA inhib: -8%

Results for COc1cc(C(=O)Oc2cc(C)[nH]c(=O)c2[N+](=O)[O-])cc(OC)c1OC ?
RGS12 GoLoco inh: -1%; HTT aggregate: -5%; aGlu spleen mod: -5%; IMPase Li inh: -3%; GAA glycogen mod: 2%; GAA inhib: -4%

Results for COc1ccc(Oc2ncc3nc(-c4ccc(F)cc4)c(=O)n(Cc4cccs4)c3n2)cc1 ?
RGS12 GoLoco inh: 7%; HTT ATP protect: 14%; aGlu spleen mod: 5%; IMPase Li inh: 2%

Results for O=C(CSc1ncnc2c1oc1ccccc12)NCc1ccc(F)cc1 ?
RGS12 GoLoco inh: 11%; HTT aggregate: -6%; HTT ATP protect: -46%[inhibitor]; aGlu spleen mod: 1%; IMPase Li inh: 25µM*; GAA glycogen mod: -4%; GAA inhib: -11%

Results for Cc1ccc(S(=O)(=O)/N=S(/c2ccccc2)C(C)C)cc1 (configuration not stated) ?
RGS12 GoLoco inh: 20%; HTT aggregate: 7%[9.22 µM]; HTT ATP protect: 9%[10 µM]; aGlu spleen mod: -6%; GAA glycogen mod: -15%; GAA inhib: -11%

Results for CON(C)c1nc(OCCNC(=O)OCc2ccc(Cl)cc2Cl)nc(N(C)C)n1 ?
RGS12 GoLoco inh: 0%; HTT aggregate: 15%; HTT ATP protect: 2%[10 µM]; aGlu spleen mod: -18%; IMPase Li inh: 12%[38.3 µM]; GAA glycogen mod: 5%; GAA inhib: 5%

What do the screens show for `COc1ccc(NC(=O)N2CCC3(CC2)CCN(C(=O)c2csnn2)CC3)cc1`?
RGS12 GoLoco inh: 1%; HTT ATP protect: 9%; aGlu spleen mod: 13%; IMPase Li inh: 2%

What do the screens show for `CCOC(=O)C1=NNC(C(=O)c2ccc(Cl)cc2)C1c1ccccc1` (configuration not stated)?
RGS12 GoLoco inh: -3%; HTT aggregate: -4%; HTT ATP protect: 40%[0.074 µM]; aGlu spleen mod: 1%; IMPase Li inh: 8%; GAA glycogen mod: 7%; GAA inhib: -13%

What do the screens show for `COc1cccc(C2C(C#N)=C(N)OC3=C2C(=O)CCC3)c1OC(=O)c1ccco1` (configuration not stated)?
RGS12 GoLoco inh: 7%; HTT aggregate: 14%; HTT ATP protect: 12%[1.9 µM]; aGlu spleen mod: 4%; IMPase Li inh: 27%[38.3 µM]; GAA glycogen mod: -4%; GAA inhib: -2%

Results for CCCCNC(=O)c1ccc(NC(=O)C2CCCO2)cc1 (configuration not stated) ?
RGS12 GoLoco inh: -3%; HTT aggregate: 17%; HTT ATP protect: -2%[1.9 µM]; aGlu spleen mod: -7%; IMPase Li inh: 13%[38.3 µM]; GAA glycogen mod: 4%; GAA inhib: -4%

Results for CCOC(=O)C1(C)NC(c2cccs2)C2C(=O)N(c3ccc(OC)cc3)C(=O)C21 (configuration not stated) ?
RGS12 GoLoco inh: 15%; HTT aggregate: 7%[9.22 µM]; HTT ATP protect: 4%[10 µM]; aGlu spleen mod: 3%; IMPase Li inh: 4%; GAA glycogen mod: 11%; GAA inhib: -7%

How did CC(=O)N1CCN=C1SCc1ccc(Br)cc1 do in these assays?
RGS12 GoLoco inh: 6%; HTT aggregate: -18%; HTT ATP protect: -7%[10 µM]; aGlu spleen mod: -5%; IMPase Li inh: 6%[38.3 µM]; GAA glycogen mod: 0%; GAA inhib: -1%

What do the screens show for `CCCc1ccc(C(=O)NNC(=O)c2ccc(Br)cc2)cc1`?
RGS12 GoLoco inh: 11%; HTT aggregate: -6%; HTT ATP protect: 0%[10 µM]; aGlu spleen mod: 0%; IMPase Li inh: -3%; GAA glycogen mod: 3%; GAA inhib: 3%

What do the screens show for `CCC1CCCCN1C(=O)c1cccc(S(=O)(=O)Nc2cc(C(F)(F)F)ccc2Cl)c1` (configuration not stated)?
RGS12 GoLoco inh: 0%; HTT aggregate: -15%; HTT ATP protect: 20%[10 µM]; aGlu spleen mod: -9%; IMPase Li inh: 2%; GAA glycogen mod: -9%; GAA inhib: -5%

Bioassay records from PubChem.
